# Source: PubChem BioAssay
# CDK5 p35 inh = inhibitors of human CDK5/p35 kinase; Q00535+Q15078; Recombinant CDK5/p35, ADP-Glo luminescence, 60 min; inhibition, % at 10 µM; actives 0.01% (n = 330,000); AID 488839;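 active = highest replicate inhibition of at least 50% and at least 75% of replicates reaching 50%; inconclusive = only one of the two criteria met; inactive = both criteria failed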;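 also: plate controls were DMSO neutral control for no effect and GW8510 at 10 µM for full effect; many of its hits are not listed in these tables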
# Target sequence (Q00535 whole entry, looked up): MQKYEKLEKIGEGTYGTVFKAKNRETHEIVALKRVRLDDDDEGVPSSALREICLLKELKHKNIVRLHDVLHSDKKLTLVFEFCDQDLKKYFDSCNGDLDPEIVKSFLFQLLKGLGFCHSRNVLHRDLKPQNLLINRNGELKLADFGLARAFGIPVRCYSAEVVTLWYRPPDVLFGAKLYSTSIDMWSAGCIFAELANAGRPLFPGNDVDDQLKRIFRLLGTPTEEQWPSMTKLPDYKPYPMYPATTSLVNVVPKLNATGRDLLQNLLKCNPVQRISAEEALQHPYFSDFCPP
# Target sequence (Q15078 whole entry, looked up): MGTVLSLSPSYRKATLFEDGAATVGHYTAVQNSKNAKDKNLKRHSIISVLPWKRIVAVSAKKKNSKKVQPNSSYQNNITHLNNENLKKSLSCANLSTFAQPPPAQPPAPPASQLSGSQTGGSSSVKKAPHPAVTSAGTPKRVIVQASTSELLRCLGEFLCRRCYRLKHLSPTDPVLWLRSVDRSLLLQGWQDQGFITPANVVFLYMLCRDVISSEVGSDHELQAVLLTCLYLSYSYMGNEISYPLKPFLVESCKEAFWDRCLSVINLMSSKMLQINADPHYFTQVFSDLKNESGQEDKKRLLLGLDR
# CAL PDZ FP-1 = blocks peptide binding to human CAL PDZ domain | inhibition, % at 20 µM | actives 0.02% (n = 330,000) | purified CAL PDZ, TMR-peptide fluorescence polarization, 1 h | AID 504414 | Q9HD26;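 active = highest replicate inhibition of at least 40%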;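 also: plate controls were DMSO neutral control wells for no effect and unlabeled competitor peptide control wells for full effect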
#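 material = purified tagged CAL PDZ domain construct (CerCALP) | compound dosing = 20 µM, one dose | times = 1 h at RT | measured by = fluorescence polarization from S- and P-plane intensities, G-factor corrected | read-out = inhibition from polarization loss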
# Wnt act = activators of Wnt/beta-catenin signaling; actives 1.2% (n = 300,000); Wnt/beta-catenin reporter cell assay, activator, plate reader; activation, % at 9.35 µM; in the data active = activation above about 30%, passing the limit was not always enough; inconclusive = no clear call, values can overlap the other calls;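 also: 0% = neutral control wells and 100% = positive control wells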
# Rtt109 HAT inh = inhibitors of Candida albicans Rtt109/Vps75 histone acetyltransferase | Q5AAJ8 | purified Rtt109/Vps75, ThioGlo CoA-SH fluorescence, 4 h | inhibition, % at 34.9 µM | actives 0.16% (n = 330,000) | AID 540336;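 active = inhibition of at least 50% in every replicate; inconclusive = best replicate reaches 50% inhibition but some replicates fall short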
# Target sequence (Q5AAJ8 whole entry, looked up): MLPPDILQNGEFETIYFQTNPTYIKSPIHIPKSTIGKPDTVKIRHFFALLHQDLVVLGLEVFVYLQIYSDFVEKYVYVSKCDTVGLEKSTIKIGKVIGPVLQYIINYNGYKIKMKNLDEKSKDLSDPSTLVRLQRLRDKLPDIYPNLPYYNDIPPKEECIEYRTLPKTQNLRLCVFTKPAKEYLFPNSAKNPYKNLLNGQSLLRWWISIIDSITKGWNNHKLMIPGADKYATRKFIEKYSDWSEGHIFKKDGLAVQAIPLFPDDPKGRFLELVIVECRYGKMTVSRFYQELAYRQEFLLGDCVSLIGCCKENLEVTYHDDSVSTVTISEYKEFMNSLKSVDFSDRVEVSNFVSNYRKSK
# Tat export inh = blocks Tat-dependent protein export in E. coli; E. coli MC4100 TorA-mCherry Tat export, fluorescence; inhibition, % at 10 µM; actives 0.036% (n = 340,000); AID 488895;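 active = mean replicate inhibition at least 50% and at least half of replicates individually reaching 50%; inconclusive = only one of the two criteria met; inactive = neither criterion met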;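 also: exported cargo escapes ClpAP degradation while cytoplasmic cargo is degraded and loses fluorescence; 0% = median of neutral control wells and 100% = median of NaSCN control wells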
# V-ATPase pHluor = yeast V-ATPase proton transport regulation by pHLuorin; S. cerevisiae, pHLuorin cytosolic pH fluorescence; response, % at 10 µM; actives 0.37% (n = 350,000); in the data active = response mostly above about 7.3%, no sharp cut-off; inactive = mostly below about 5.4%; also: actives read high; inactives centre near 0; some compounds called inactive have numbers as strong as hits; reference of the scale not given here
# dFosB act = enhances mouse delta FosB homodimer DNA binding; P13346; purified delta FosB, TAMRA-CDK5 oligo fluorescence polarization; percent of positive-control signal above neutral wells; actives 0.99% (n = 340,000); activation, % at 25 µM; AID 493131;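 active = mean activation above about 17%, with every replicate also reaching it, limit read from the data, passing the limit was not always enough; inconclusive = only one of the two conditions met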;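 also: fluorescence polarization rise as delta FosB binds a TAMRA Cdk5 AP-1 oligo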
# MITF act = activators of MITF-driven TRPM1 promoter activity in SK-MEL-5 cells | SK-MEL-5 TRPM1-promoter luciferase, 24 h; % of positive control, neutral wells = 0 | activation, % at 12.5 µM | actives 0.75% (n = 300,000) | AID 588334;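 active = mean activation of at least 80% with every replicate also reaching 80%; inconclusive = mean reaches 80% but some replicate falls short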;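 also: 0% = neutral control wells and 100% = parthenolide positive control wells; values of inactives mirror those of a sister screen read the other way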
# CAL PDZ FP-2 = CAL PDZ (human) peptide binding inhibition; actives 0.92% (n = 300,000); Q9HD26; AID 602252; purified CAL PDZ, TMR-peptide fluorescence polarization, 1 h; inhibition, % at 24.9 µM;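 active = mean inhibition of at least 30% with at least half of replicates also reaching 30%; inconclusive = no clear call, values can overlap the other calls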;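 also: 0% = DMSO neutral control and 100% = excess unlabeled competitor peptide PRC23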
# RTF Ca sens act = increases calcium sensitivity of human cardiac regulated thin filaments; actives 0.24% (n = 340,000); IANBD-labeled TnC RTF fluorescence at EC20 calcium; 0% EC20 calcium, 100% full calcium; activation, % at 7.2 µM; P19429+P45379;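 active = activation above the mean over all tested compounds plus 3 SD, cut at about 30% in these data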;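 also: rise in fluorescence read as greater calcium sensitivity of cardiac thin filaments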
# * = called active by the depositor; ? = inconclusive; . = no result given.
SMILES,CDK5 p35 inh,CAL PDZ FP-1,Wnt act,Rtt109 HAT inh,Tat export inh,V-ATPase pHluor,dFosB act,MITF act,CAL PDZ FP-2,RTF Ca sens act
COC(=O)c1ccc(COC(=O)CCNS(=O)(=O)c2ccc(C)c(C)c2)cc1,-1.4,-2.5,-1,13,5,3,-14,9,-5,-5
COc1ccc(C2C(C(=O)N3CCN(c4ccccn4)CC3)CC(=O)N2c2ccc(OC)cc2)cc1 (configuration not stated),-0.1,-1.6,0,14,1,1,-12,5,-4,-5
CCN(CC)S(=O)(=O)c1ccc(NC(=O)CSc2ncnc3ccccc23)cc1,-0.7,-3.0,.,5,4,-1,-20,-11,0,1
CCOC(=O)CC1=C(C#N)C(c2cccnc2)C(C(=O)OCC)=C(N)O1 (configuration not stated),-0.1,-0.4,.,0,-3,-3,-10,3,-4,6
Cc1ccc(NC(=O)c2nc[nH]c2C(=O)NCCCCNC(=O)c2[nH]cnc2C(=O)Nc2ccc(C)cc2)cc1,-0.8,-1.1,-12,3,10,-2,2,-5,-1,-8
O=C(c1ccccn1)N1CCN(S(=O)(=O)c2ccccc2)CC1,1.8,-1.3,0,-11,6,0,1,-2,1,4
Cc1cccc(C)c1NC(=S)N(CCCN1CCOCC1)Cc1cccnc1,-0.4,-0.5,0,-9,-1,3,2,-2,.,-1
O=C(COC(=O)C1=Cc2ccccc2OC1)NCc1ccc(F)cc1,1.4,-1.7,.,-1,-11,-1,5,8,.,3
CCCCc1ccc(NC(=S)N2CCCC(C)C2)cc1 (configuration not stated),-2.3,-0.5,1,-3,4,1,-10,11,-3,-4
CCOc1ccc(Cn2cc(F)c(=O)[nH]c2=O)cc1,1.6,-0.6,6,-3,-9,0,-8,.,.,10
CN1CCN(c2ccccc2NC(=O)c2sc3ccccc3c2Cl)CC1,0.1,-0.5,-1,-3,4,-2,-10,-5,2,-2
CCOC(=O)c1[nH]c2ccc(OCC)cc2c1NC(=O)CN1CCN(c2ccccn2)CC1,-0.5,-0.3,.,2,12,-1,-12,-9,-1,-5
CCOC(=O)c1c(C)[nH]c(C(=O)OCCOc2ccccc2C)c1C,-0.6,-2.8,?,.,0,-4,-3,75,-4,3
O=C(O)CCNC(=O)c1ccc(NC(=O)Cc2ccc(Cl)cc2)cc1,-0.9,-0.4,5,1,18,-1,-9,0,-1,11
COc1cc(NC(=O)c2cc(-c3ccco3)on2)cc(OC)c1OC,-1.4,-2.3,5,1,-5,-7,-5,2,-2,-8
Cc1cc(CN(C)C(=O)c2cc(COc3ccc4ncccc4c3)on2)on1,1.2,-1.9,-2,-1,-6,0,-4,-8,76*,4
CCOC(=O)C1=CC[C@H]2c3c(c4ccccc4n3C)C(=O)C1N2C(=O)OC(C)(C)C,2.7,0.2,-4,-21,14,1,-9,-3,-2,9
CC(=O)c1c(C)[nH]c(C(=O)OCC(=O)c2ccc3c(c2)NC(=O)CO3)c1C,-1.1,-0.6,-3,1,-5,-2,30*,-3,81*,2
CCOC(=O)Cn1nc(-c2ccc(F)cc2)cc(Cc2ccccc2)c1=O,0.2,-1.1,.,-4,-5,1,4,18,-3,1
COc1cccc(NC(=O)C2CCN(S(=O)(=O)c3ccc4c(c3)NC(=O)CO4)CC2)c1,3.2,-1.4,-2,-1,0,-1,-12,1,4,-2
CN1CCN(S(=O)(=O)c2ccc3c(c2)C(C)(C)C(=O)N3C)CC1,0.1,0.0,-2,-3,-6,2,6,.,.,5
O=C(Nc1nnc(C2=COCCO2)o1)c1cccc(C(F)(F)F)c1,-0.2,-2.4,0,-20,-8,7,-3,-9,0,-1
Cc1cc(C(=O)Nc2c(F)c(F)c(F)c(F)c2F)n(-c2ccccc2)n1,0.2,-3.2,0,1,-6,1,-1,-7,-5,-5
Cc1ccc(-c2nnn(CC(=O)N(c3ccccc3F)C(CC(C)C)C(=O)NCC3CCCO3)n2)cc1 (configuration not stated),-1.7,-0.2,-4,6,-3,-2,-1,.,-2,-1
CCN(CC)c1nc2ccccc2nc1-n1nc(C)cc1C,-1.5,-2.5,.,7,-5,-2,-11,-4,.,7
COc1ccc(C(C#N)N2CCC(c3ccccc3)=N2)cc1OC (configuration not stated),-0.1,-1.2,9,1,0,-4,-1,11,-1,-3
CCOC(=O)CC(NS(=O)(=O)c1ccc(OC)c(C)c1)c1cccc([N+](=O)[O-])c1 (configuration not stated),-2.3,-2.2,0,0,4,0,-3,14,-1,3
COc1ccc(CCNC(=O)Cn2nnc(C(=O)Nc3cc(C)ccc3C)c2N)cc1OC,-3.4,-2.9,0,-7,2,3,2,-4,-4,2
CC(OC(=O)c1ccccc1C(=O)N(C)C1CCCCC1)C(=O)NC1(C#N)CCCCC1 (configuration not stated),-0.1,-1.2,-2,7,-4,-1,-7,-5,.,0
O=C(Oc1ccc(F)cc1)c1ccc2c(=O)n3c(nc2c1)CCC3,0.9,-2.4,1,-1,-5,-1,-11,4,-1,-4
CN(Cc1cnccn1)Cc1ccccc1OCC(O)CN1CCc2ccccc2C1 (configuration not stated),0.7,0.1,0,-6,4,0,-4,-3,-2,-2
O=c1c2ccccc2ncn1-c1cccc(Cl)c1,-0.3,0.8,.,-6,-5,-1,-6,7,-2,2
COc1ccc(CNC(=O)CS(=O)(=O)Cc2nc(-c3ccc(OC)cc3)oc2C)cc1,2.4,-2.7,-3,-2,-4,4,2,-11,-2,-5
O=c1c2ccccc2nc(-c2ccccc2)n1Cc1ccc(Cl)cc1,-2.2,-1.2,3,?,4,9,-5,.,-2,6
CCN(CC)CC#CCC(O)(c1ccccc1)c1ccccc1,1.7,-1.9,0,-19,-3,2,-12,-1,-2,7
CCN(CC)c1ccc(C(=O)NNC(=O)CCNC(=O)c2ccccc2)cc1,-3.2,-1.4,-4,-3,4,1,-3,20,0,0
CCOC(=O)Cn1c(=O)oc2cc(S(=O)(=O)N3CCCc4ccccc43)ccc21,1.4,0.6,-3,0,6,-1,-2,.,.,9
CCOC(=O)c1c(N2C(=O)CC(Sc3ccccc3C(=O)O)C2=O)sc2c1CCCC2 (configuration not stated),1.4,-0.2,-2,88*,0,2,-3,3,2,1
S=C(c1ccc(-c2ccc(Cl)c(Cl)c2)o1)N1CCOCC1,0.3,-2.0,.,.,7,-3,4,113*,-9,0
CCOC(=O)c1ccc(-c2ccc(C(=O)Nc3cccnc3)o2)cc1,-0.8,-6.8,-3,5,10,-3,-8,.,.,1
Cn1c(=O)c2c(nc(N3CCCCCC3)n2CC(O)COc2ccc(Cl)cc2)n(C)c1=O (configuration not stated),-1.8,-2.7,.,2,1,-1,-7,22,-4,2
COc1c(/C=N/Nc2ccc([N+](=O)[O-])cc2[N+](=O)[O-])c(C)nn1-c1ccccc1,1.9,0.9,-8,-7,-5,-3,-6,-18,-1,-2
CCCNC(=O)NC(=O)COc1c(F)c(F)cc(F)c1F,-0.2,-1.1,-1,12,7,1,5,9,6,-2
Cc1cccc(C)c1NC(=O)c1c(O)c2ccccc2[nH]c1=O,2.8,-1.4,4,-2,-2,-5,-10,-8,.,2
Cc1nc(C)c(-c2csc(Nc3ccc(C(=O)O)c(O)c3)n2)s1,3.7,0.0,1,0,5,3,0,5,-3,-2
COc1cccc(-c2nc(-c3ccccn3)no2)c1OC,1.3,-2.1,60*,-1,10,0,-13,84*,4,-3
Cc1cc2oc(C(=O)NCc3ccccc3)cc(=O)c2cc1C,1.3,-0.4,-5,.,5,-3,-8,-7,-2,-4
Oc1csc(Cc2nc(-c3ccc(Br)cc3)cs2)n1,0.2,-0.4,17,0,2,-2,-5,49,-4,0
COc1ccc(C)cc1S(=O)(=O)NNc1nc(C)cc(C)n1,0.5,0.1,-2,2,-1,-17,1,8,-3,-1
Cc1nn(-c2ccc(N3CCCCC3)nn2)c(C)c1CCC(=O)Nc1ccccc1F,-0.6,-1.1,14,-4,0,-4,-6,57,-2,0

# Given tab-delimited: part of the list above.
SMILES	CDK5 p35 inh	CAL PDZ FP-1	Wnt act	Rtt109 HAT inh	Tat export inh	V-ATPase pHluor	dFosB act	MITF act	CAL PDZ FP-2	RTF Ca sens act
COC(=O)c1ccc(COC(=O)CCNS(=O)(=O)c2ccc(C)c(C)c2)cc1	-1.4	-2.5	-1	13	5	3	-14	9	-5	-5
COc1ccc(C2C(C(=O)N3CCN(c4ccccn4)CC3)CC(=O)N2c2ccc(OC)cc2)cc1 (configuration not stated)	-0.1	-1.6	0	14	1	1	-12	5	-4	-5
CCN(CC)S(=O)(=O)c1ccc(NC(=O)CSc2ncnc3ccccc23)cc1	-0.7	-3.0	.	5	4	-1	-20	-11	0	1
CCOC(=O)CC1=C(C#N)C(c2cccnc2)C(C(=O)OCC)=C(N)O1 (configuration not stated)	-0.1	-0.4	.	0	-3	-3	-10	3	-4	6
Cc1ccc(NC(=O)c2nc[nH]c2C(=O)NCCCCNC(=O)c2[nH]cnc2C(=O)Nc2ccc(C)cc2)cc1	-0.8	-1.1	-12	3	10	-2	2	-5	-1	-8
O=C(c1ccccn1)N1CCN(S(=O)(=O)c2ccccc2)CC1	1.8	-1.3	0	-11	6	0	1	-2	1	4
Cc1cccc(C)c1NC(=S)N(CCCN1CCOCC1)Cc1cccnc1	-0.4	-0.5	0	-9	-1	3	2	-2	.	-1
O=C(COC(=O)C1=Cc2ccccc2OC1)NCc1ccc(F)cc1	1.4	-1.7	.	-1	-11	-1	5	8	.	3
CCCCc1ccc(NC(=S)N2CCCC(C)C2)cc1 (configuration not stated)	-2.3	-0.5	1	-3	4	1	-10	11	-3	-4
CCOc1ccc(Cn2cc(F)c(=O)[nH]c2=O)cc1	1.6	-0.6	6	-3	-9	0	-8	.	.	10
CN1CCN(c2ccccc2NC(=O)c2sc3ccccc3c2Cl)CC1	0.1	-0.5	-1	-3	4	-2	-10	-5	2	-2

# Continuation.
SMILES,CDK5 p35 inh,CAL PDZ FP-1,Wnt act,Rtt109 HAT inh,Tat export inh,V-ATPase pHluor,dFosB act,MITF act,CAL PDZ FP-2,RTF Ca sens act
CC(=O)Cn1cnc2c(cnn2-c2ccc(C)c(C)c2)c1=O,1.4,-0.1,22,4,-5,1,1,?,0,14
CCOC(=O)C1CCCN(C(=O)c2ccc3nc(-c4ccc(OC)c(OC)c4)c(-c4ccc(OC)c(OC)c4)nc3c2)C1 (configuration not stated),-0.2,-1.8,-2,12,5,3,-22,-11,-4,-3
O=C(CS(=O)(=O)c1ccc(F)cc1)Nc1nccs1,0.5,-0.9,-3,1,-1,-1,-4,12,.,2
COc1ccc(-n2nc3c(c2NC(=O)COc2ccccc2)CS(=O)C3)cc1 (configuration not stated),0.2,-1.9,0,0,-1,-2,1,-5,-2,-5
CCOC(=O)c1nn(-c2ccc(C)c(C)c2)c(=O)c2c(N)scc12,1.1,0.3,1,19,-1,-6,-8,1,-1,3
